Assay outcomes: PubChem BioAssay, The Scripps Research Institute Molecular Screening Center
TTR transcr act: TTR transcription activators in neuroblastoma reporter cells, primary screen, cell-based, luminescence, SH-SY5Y, TTR promoter Gaussia luciferase; 100% = recombinant luciferase protein wells; activation, % at 16.7 µM; actives 1.3% (n = 92,000); AID 1117267, 2014;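 active = activation above the mean of all tested compounds plus 3 SD, cut at about 9.5% in these data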;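 also: cells exposed to compounds for one day before reading; 0% = median of all test compound wells on the plate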
An asterisk follows results filed as active.

TTR transcr act	canonical_smiles
0.0	CCS(=O)(=O)c1nc(S(=O)(=O)c2ccc(Cl)cc2)c(N2CCN(C)CC2)s1
-0.9	Nn1c(SCC(=O)Nc2ccccc2F)nnc1-c1cccnc1
-3.6	COC(=O)[C@@]12CCCCN1[C@H](c1ccc(-c3ccc(F)cc3)c(OC)c1)[C@H]1C(=O)N(C)C(=O)[C@H]12
1.7	CCOc1nc(Nc2ccccc2F)nc(OCC)n1
0.6	CN(C)S(=O)(=O)c1cccc(NC(=O)Cn2cc(C(F)(F)F)cc(Cl)c2=O)c1
-1.2	CC(C)C(=O)N(Cc1ccc2c(c1)OCO2)Cc1ccccn1
-2.2	COc1ccc(CNn2c(-c3ccccc3F)nc3ccccc3c2=O)cc1OC
-0.2	Cn1c(CNC(=O)c2ccccc2F)nnc1SCC(=O)Nc1nnc(C2CC2)s1
0.7	CNC(=S)SCCOc1ccccc1
2.1	O=C(Nc1ccc2c(c1)OCCO2)C(C1CC1)N1CCN(c2ccc(C(F)(F)F)cn2)CC1 (stereo not drawn)
-1.8	COc1ccc(C(=S)N2CCOCC2)cc1OC(=O)c1ccccc1
0.1	O=C(NCc1ccccc1)c1cccnc1

Next entries follow:
TTR transcr act	canonical_smiles
0.8	Cn1c(NC(=O)c2cccs2)c(-c2cccs2)c(=O)c2ccccc21
0.4	COc1ccccc1NS(=O)(=O)c1c(C(=O)N2CCCC2)c(C)n(C)c1C
-0.9	COc1ccc(Cc2c(-c3ccc(F)cc3)nc3ccc(Cl)cn23)c(C)c1
-0.4	O=C(Nc1ccc(N2CCCC2)cc1)c1ccccc1[N+](=O)[O-]
-2.1	CCN1C(=O)c2ccccc2Sc2ccc(C(=O)NCCCN3CCCCC3)cc21
1.9	C/C(=N/NC(=O)CNC(=O)CCc1ccccc1)c1ccc(Cl)cc1
-5.2	O=C(COc1ccccc1Cl)Nc1nnc(S(=O)(=O)N2CCCC2)s1
-1.5	Fc1cc(Br)ccc1NC(=S)NCCc1ccccc1
2.2	COc1cccc(-c2cc3nc(NCc4cccnc4)n(C)c(=O)c3s2)c1
-2.5	O=C(O)c1c2c(nc3ccc(S(=O)(=O)N4CCC(C(=O)NC5CCCCCC5)CC4)cc13)CCCC2
-3.0	COc1ccc(/C=N/NC(=O)c2c(-c3ccccc3)noc2C)cc1[N+](=O)[O-]
-3.0	COc1cc(C(CCN2CCN(c3ccccc3)CC2)c2c(OC)cc(OC)c3c(C)cc(=O)oc23)cc(OC)c1OC (stereo not drawn)

New compounds follow
TTR transcr act	canonical_smiles
-0.1	CCOc1ccc(S(=O)(=O)N2CCN(C(=O)c3ccco3)CC2)cc1
0.9	Cc1cc(C)c2nc(NNC(=O)c3cc(-c4cccs4)nc4ccccc34)sc2c1
-1.6	Cc1ccccc1C(=O)NC(=S)Nc1cccc(NC(=O)C(C)C)c1
-0.1	O=C(NC1CCCC1)C(c1ccccc1)n1c(CSCCOc2ccccc2)nc2ccccc21 (stereo not drawn)
0.4	COc1ccc(S(=O)(=O)N2CN3CCN(C3)C2)cc1
-1.1	CCOC(=O)[C@H]1[C@H]2COc3cc(OC)ccc3[C@@H]2N2C(=O)c3cc(OC)ccc3NC(=O)[C@@]12C
-2.2	O=S(=O)(Cc1ccc(Cl)cc1)NCc1cccnc1
1.7	O=CN1N=C(c2ccccc2)CC1c1ccccc1[N+](=O)[O-] (stereo not drawn)
-0.4	O=C(C1CC=CCC1)N1CCC(CO)(Cc2ccc(Cl)cc2)CC1 (stereo not drawn)
1.9	N#CC1CC(c2ccc([N+](=O)[O-])cc2)=NN1c1ccc([N+](=O)[O-])cc1 (stereo not drawn)
0.4	Cc1cc(/C=C2\SC(=S)NC2=O)c(C)n1C1CC1
-0.3	Cc1nc(CCNC(=O)C2CCC(=O)N(Cc3ccc(Cl)cc3)C2)sc1C (stereo not drawn)

Additional compounds follow:
TTR transcr act	canonical_smiles
-1.8	O=C(NCCN1CCOCC1)c1cccc(S(=O)(=O)N2CCCCCC2)c1
-0.6	Cc1cc(NC(=O)Nc2cccc(F)c2)n(-c2ccccc2)n1
1.5	Clc1ccc2nc(-c3cccc(Br)c3)c(Cc3ccsc3)n2c1
1.0	CCCCNC(=O)c1ccc2nc(CC)c(N(CC)CCN(C)C)n2c1
-1.1	COc1ccccc1OCC(=O)NNC(=O)c1ccc(F)c(S(=O)(=O)N2CCOCC2)c1
-1.4	CCOC(=O)N1CCN(C(=O)C(=O)N/N=C/c2ccc(OC)cc2OC)CC1
-1.2	Nc1nc(Br)c2ccccc2c1-c1ccc(F)cc1
-0.8	Cc1ccc(S(=O)(=O)NCCCn2ccnc2)cc1C(=O)NC(C)C
-0.2	CCCCNC(=O)C[C@H]1C[C@@]2(C(=O)OC)C(=C[C@H](COCc3ccccc3)O[C@@H]2C)N(Cc2ccccc2)C1=O
0.9	Cc1c(NC2(c3nnnn3-c3ccc(Br)cc3)CCCCC2)c(=O)n(-c2ccccc2)n1C
1.1	N#Cc1c(-c2cccnc2)cc(-c2ccccc2)nc1N
-1.8	COc1ccc(C(=O)Nc2ccc3c(c2)nc(CCNC(=O)c2ccco2)n3C)cc1

(next part)
TTR transcr act	canonical_smiles
-1.6	O=C(Nc1ccccc1)N1CCN(c2ncccn2)CC1
0.8	COc1ccc(CC(=O)N2CCN=C2SC)cc1
0.6	NS(=O)(=O)c1ccc(CNC(=O)C2(c3ccc(Cl)cc3)CC2)cc1
1.0	C/C(=C\c1ccccc1)C(=O)NCc1ccco1
0.4	O=C(N/N=C/c1ccccc1C(F)(F)F)c1ccc2nc[nH]c2c1
0.1	Cc1ccnc(NS(=O)(=O)c2ccc3c(c2)CCO3)c1
4.8	CC(=O)NN1C(=O)c2ccccc2NC1c1ccc([N+](=O)[O-])o1 (stereo not drawn)
-1.1	Cc1ccc(NC(=O)CN(C)C(=O)COC(=O)/C=C/c2cccs2)cc1
-2.0	CCN(CC(=O)Nc1cccc(OC)c1)C(=O)C1CCN(C(=O)Nc2ccccc2)CC1
10*	CCC(C)NCCCCOc1ccc(Br)cc1 (stereo not drawn)
3.5	CC1CC(C)(C)NC(=S)N1CC(=O)N(C)Cc1ccccc1 (stereo not drawn)
-5.5	Cc1cccc(OCC(=O)Nc2ccc(N3CCN(C(=O)c4ccco4)CC3)cc2)c1

Continuation.
TTR transcr act	canonical_smiles
-0.1	COc1ccc(C2C(C(=O)c3sc(C)nc3C)=C(O)C(=O)N2CCN(C)C)cc1OC (stereo not drawn)
0.7	CCc1cccc(NC(=O)Cn2c(=O)oc3cc(S(=O)(=O)N4CCOCC4)ccc32)c1
0.6	COc1ccc(Cc2nnc(Nc3ccc(C)cc3)o2)cc1OC
-0.5	Cc1cc(C)c(NC(=O)Cn2c(=O)n(-c3ccc(CC(=O)NCC4CCCO4)cc3)c(=O)c3ccccc32)c(C)c1 (stereo not drawn)
0.3	CCCC(=O)NC(C)c1nc2ccccc2n1C (stereo not drawn)
0.8	COc1ccc(Cl)cc1C(=O)N(Cc1nc(-c2cccc(C)c2)no1)C(C)C
-0.9	COC(CNC(=O)CSCc1nc(-c2ccc(SC)cc2)oc1C)OC
6.7	N#Cc1ccc(CN2CCN(C(=O)CCNS(=O)(=O)c3ccc(F)c(F)c3)CC2)cc1
0.8	Cc1ccc([N+](=O)[O-])cc1S(=O)(=O)NCc1cccnc1
1.5	CCc1ccc(NC(=O)N(CCN(C)C)C(C)c2cccnc2)cc1 (stereo not drawn)
-1.8	Cc1cc(C)c(C)c(C(=O)C2OC(=O)C(C)(C)C(=O)C2(C)C)c1C (stereo not drawn)
-3.0	O=C(CCCSc1ccccc1)Nc1nc(-c2ccccn2)cs1

Later entries:
TTR transcr act	canonical_smiles
0.6	O=C1C2CCCCN2C(=O)N1CCCCN1CCN(c2cccc(Br)c2)CC1 (stereo not drawn)
0.3	OCCN(Cc1ccccc1)Cc1cccc(F)c1
-0.1	Cc1noc(/C=C/N(C)C)c1S(=O)(=O)N(C)Cc1ccc(F)cc1
-0.7	CC1=Nc2ccccc2/C1=C/c1c(N)n2c(S(=O)(=O)CC(C)C)nsc2nc1=O
4.1	Cc1noc(C)c1S(=O)(=O)N(CC(=O)NCc1ccc(F)cc1)c1ccc(C(C)C)cc1
-0.2	Cc1nn(-c2ccccc2)c(C)c1N
-2.5	CN(c1ccccc1)S(=O)(=O)c1cc(C(=O)OCC(=O)c2c(N)n(C)c(=O)n(C)c2=O)ccc1Cl
2.2	COc1cccc(CNC(=O)C2CCCN(c3cnccn3)C2)c1 (stereo not drawn)
2.2	CC(C)CCN(C)C1CCN(S(=O)(=O)c2ccc(F)cc2)CC1
0.1	COc1cc2c(cc1OC)C(C)N(C(=O)c1nccnc1C(=O)O)CC2 (stereo not drawn)
-0.5	Cn1c(NCc2ccc(Cl)cc2)nc2ccccc21
-0.6	COc1cc(OC)cc(C(=O)NCc2cc(C)nc3ccccc23)c1

(listing goes on)
TTR transcr act	canonical_smiles
-0.9	COC(=O)c1ccc2c(=O)n(NC(=O)C(c3ccccc3)c3ccccc3)c(=S)[nH]c2c1
2.5	CCOC(=O)N1CCC(c2cc(=O)n3[nH]c(-c4ccccc4)cc3n2)CC1
4.5	N=C(CC1CC(=O)NC(=O)C1)C1=C(O)CCCC1=O
2.9	Cc1cccc(NC(=O)NCc2ccc3c(c2)cc(C)n3C)c1
3.2	COc1ccccc1CCCNC(=O)C1CCC(=O)N(CCN2CCOCC2)C1 (stereo not drawn)
-1.4	Cc1cc(C)n(C(=O)CNC(=O)C(c2ccccc2)c2ccccc2)n1
-0.5	CC(=O)C(Cc1cccc(F)c1)(Cc1cccc(F)c1)C(C)=O
0.5	Cc1cc(C)cc(C(=O)NCc2ccc3c(c2)OCO3)c1
2.1	O=C(O)/C=C/C(=O)Nc1nc(-c2ccc3ccccc3c2)cs1
3.7	Cc1cccc(OCC(=O)NCC(=O)N/N=C/c2cc(Br)ccc2OCc2ccccc2)c1
-1.5	CCN1CCN(C(=O)C2c3cc(OC)c(OC)cc3C(=O)N3CCc4ccccc4C23)CC1 (stereo not drawn)
0.1	Nn1c(SCC(=O)N2CCOCC2)nnc1-c1ccccc1Cl

Other compounds:
TTR transcr act	canonical_smiles
-2.4	Cc1cccc2cc(CN(Cc3ccco3)S(=O)(=O)c3ccc4c(c3)OCCO4)c(=O)[nH]c12
6.0	CCOC(=O)c1cnn2c(C(F)(F)F)cc(-c3ccccc3)nc12
-0.2	O=C(COC(=O)c1ccc(S(=O)(=O)N2CCc3ccccc3C2)cc1)NC(=O)NCc1ccco1
2.9	CCCCOc1cccc(C(=O)N(Cc2ccco2)C2CCS(=O)(=O)C2)c1 (stereo not drawn)
-0.6	CCCCN1C(=O)C(=Nc2cccc3cnccc23)c2ccccc21
-0.2	COc1cc(C(=O)NC2CCCCN(Cc3ccc(Cl)cc3)C2=O)cc(OC)c1OC (stereo not drawn)
0.5	CN(CC1COc2ccccc2O1)C(=S)NC1CCCCC1 (stereo not drawn)
0.2	Fc1ccccc1CNC(=S)NCc1ccc(Cl)cc1
1.5	Oc1cccc2cc(-c3ccncc3)cnc12
-1.4	O=C(Nc1nc(-c2ccc(Cl)cc2)cs1)c1cccnc1
-1.8	Cc1ccccc1Oc1ccc2c(c1)[C@@H]1C[C@H]3[C@@H](C(=O)N1CC2)[C@H](C)ON3C
0.2	CC(OCC(O)CNCC1COc2ccccc2O1)c1ccc(Cl)cc1 (stereo not drawn)

Continued.
TTR transcr act	canonical_smiles
-1.9	COC(=O)[C@]12C[C@H](CC(=O)NCc3cccc4ccccc34)C(=O)N(CCc3ccc(OC)c(OC)c3)C1=C[C@H](C1CCCC1)O[C@@H]2C
1.4	CN1CCN(C(=O)c2ccc(Cl)cc2)CC1
3.5	CCOc1cccc(C(=O)NC(=S)Nc2cccc(NC(=O)c3ccccc3Cl)c2)c1
0.0	C=CCn1c(SCC(=O)Nc2nccs2)nnc1-c1cc2cccc(OC)c2o1
1.3	COc1cc(OC)c(NC(=O)Cc2cccs2)cc1Cl
2.1	CCC(=O)NC(=S)Nc1ccccc1OC
-0.6	O=C(COC(=O)c1cnccn1)c1ccc([N+](=O)[O-])cc1
2.1	O=C(Nc1ccc(F)cc1)C(=O)C1C(=O)Nc2ccccc21 (stereo not drawn)
0.9	CCC(C)(C)NC(=O)C(c1cccs1)N(C(=O)c1ccn[nH]1)c1ccccc1 (stereo not drawn)
0.7	Cc1cc(NS(=O)(=O)c2ccc(NC(=O)c3ccc(Cl)cc3Cl)cc2)no1
-0.1	C[C@H](O)[C@@H]1CN2CCc3c([nH]c4ccccc34)[C@@H]2C[C@@H]1N(C)C(=O)Nc1cccc2ccccc12
-1.0	COC(=O)C1=C(C)C(c2ccc(OC)cc2)NC(=O)N1 (stereo not drawn)
6.0	C/C(=N/NC(=O)CNC(=O)COc1cccc(C)c1)c1ccco1
0.9	COc1cc(OC)cc(C(=O)O/N=C(\N)c2ccccn2)c1
1.5	Cc1ccc(C(C)C)c(OCC(=O)N/N=C/c2ccc(S(=O)(=O)O)o2)c1

An excerpt. The share of hits here may be higher or lower than overall.
